TTR transcr act: increases transthyretin transcription; SH-SY5Y TTR promoter Gaussia luciferase, luminescence; 100% = recombinant luciferase protein wells; actives 1.3% (n = 92,000); activation, % at 16.7 µM;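 active = activation above the mean of all tested compounds plus 3 SD, cut at about 9.5% in these data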;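 also: cells exposed to compounds for one day before reading; 0% = median of all test compound wells on the plate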
Starred values were filed as active, the others as inactive. The list is partial; rates above refer to the full screens.

SMILES | TTR transcr act
COC(=O)/C(=N/Nc1ccc(C)cc1)N1CCCc2ccccc21 | 0.2
O=C1N=C(N2CCOCC2)S/C1=C\c1ccc(OS(=O)(=O)c2ccccc2)cc1 | -3.0
C[C@@H]1CN([C@@H](C)CO)S(=O)(=O)c2ccc(Br)cc2O[C@H]1CN(C)C(=O)C1CCC1 | 3.9
N#Cc1cccc(C(=O)OCC(=O)N2CCCc3ccccc32)c1 | 0.3
O=C1CC(NNc2nc3ccccc3s2)C(=O)N1c1ccc(F)cc1 (configuration not stated) | 1.1
CCN(CC)S(=O)(=O)c1ccc(C(=O)Nc2c3c(nn2C(C)(C)C)CS(=O)(=O)C3)cc1 | -1.6
CN(C)CCNC(=O)C(=O)NCC1CCCN1S(=O)(=O)c1cccs1 (configuration not stated) | -1.1
O=C(NC1C2CC3CC(C2)CC1C3)c1ccc(N2CCNCC2)c([N+](=O)[O-])c1 (configuration not stated) | 1.5
Cc1nc(SCC(=O)N2CCNC2=O)c(C#N)c(C)c1C | -0.7
CCCCCCCCN1C(=O)[C@@H](CC(=O)N2CCC(c3ccccc3)CC2)C[C@@]2(C(=O)OC)C1=C[C@H](COCc1ccccc1)O[C@@H]2C | 4.1
Cc1ccc(C(=O)Nc2ccccc2C(=O)O)cc1S(=O)(=O)NCc1ccccc1 | 4.8
O=C1N=C(N2CCN(Cc3ccccc3)CC2)S/C1=C/c1cccs1 | 2.2
Cc1cc(-c2nc(C)c(-c3nnc(SCC(=O)Nc4ccccc4)n3C)s2)no1 | 5.1
COc1ccc(/C(C)=N/OCC(=O)Nc2nc3ccccc3s2)cc1OC | 0.2
COC(=O)CCCCCCCC(=O)Nc1nnc(C(F)(F)F)s1 | -1.0
Cc1cccc(C)c1NC(=O)C1c2ccccc2OCC(=O)N1CC(F)(F)F (configuration not stated) | -1.5
CCN(CC)CC(=O)Nc1ccc(/C(C)=N/NC2=NCCN2)cc1 | -1.1
CCOC(=O)CN1C(=O)/C(=C/c2ccccc2Br)Oc2ccccc21 | -1.2
COc1ccc(CN2C(=O)c3ccccc3C2(C)c2nc3ccccc3[nH]2)cc1 (configuration not stated) | 2.6
COC(=O)c1cc(CSC(=N)N)ccc1OCCC(C)C | -0.8
CCOc1ccc(S(=O)(=O)NCCCn2ccnc2)cc1NC(C)=O | 3.9
CN1CCN(c2ccc(S(=O)(=O)Nc3ccccc3)cc2[N+](=O)[O-])CC1 | 0.3
COCCNC(=O)C1CC(c2cccc([N+](=O)[O-])c2)=NO1 (configuration not stated) | 0.1
O=C(O)c1cc([N+](=O)[O-])cc2ccccc12 | 15*
O=C(CCCn1c(=S)[nH]c2cc3c(cc2c1=O)OCO3)N1CCN(c2ccc(Cl)cc2)CC1 | -3.8
Cc1cccc(C(=O)NNC(=O)c2ccccc2-n2cccc2)c1 | -0.5
Cn1c(SCC(=O)Nc2ccc(F)cc2)nc2c([nH]c3ccccc32)c1=O | -3.6
Cc1nc2scc(C)n2c(=O)c1S(=O)(=O)NCc1ccccc1 | -0.1
Cc1ccc(Oc2ncc(-c3ccc(Cl)cc3)cn2)cc1 | 4.5
Cn1cnc([N+](=O)[O-])c1Sc1nnc(-c2cccnc2)n1C | 0.2
CC(=O)c1nn(-c2cccc(Br)c2)cc1C(=O)c1ccc2ccccc2c1 | 1.8
CSc1ccc(/C=N/Nc2nc(C)cc(C)n2)cc1 | -1.7
Cn1cnc(S(=O)(=O)N2CCCCC2c2cc(C(=O)Nc3ccccc3Cl)no2)c1 (configuration not stated) | 0.1
COC(=O)c1ccc(S(=O)(=O)N2CCN(CCO)CC2)n1C | 3.0
Cc1cc(NC(=O)Cn2cnc3c(nnn3-c3ccc(C)c(Cl)c3)c2=O)no1 | 1.8
COc1ccc(/C=C/C(=O)OCC(=O)c2c(N)n(C)c(=O)n(C)c2=O)c(OC)c1 | 9.8*
Cc1cc(Cl)c(OCCOCCN2CCCCC2)c(Br)c1 | 2.0
CC(C)S(=O)(=O)N1CCN(c2ccnc3cc(Cl)ccc23)CC1 | -1.8
Nn1c(SCC(=O)N2CCCCC2)nnc1-c1ccncc1 | 6.8
CCc1ccc(C=NC23CN4CN(CN(C4)C2)C3)s1 | 1.3
Nc1nc(SCC(=O)Nc2ccc(Cl)c([N+](=O)[O-])c2)n[nH]1 | 9.8*
COc1ccc(/C=C(/NC(=O)c2ccccc2)C(=O)NC(Cc2c[nH]c3ccccc23)C(=O)O)cc1 (configuration not stated) | -0.9
c1ccc(-n2nnnc2-c2cnc(-c3ccncc3)nc2-c2cccs2)cc1 | -2.1
O=S(=O)(CCNCc1cccs1)c1ccc(Cl)cc1 | -0.4
CC(C)(C)C(=O)OC/C(N)=N/OC(=O)c1ccc(Cl)cc1 | 4.4
COc1ccc(N2CCN(C(CNC(=O)C(C)C)c3ccc4c(c3)OCO4)CC2)cc1 (configuration not stated) | -1.2
CC(=O)c1ccc(N(C(=O)CNC(=O)c2cccs2)C(C(=O)NCC2CCCO2)c2ccccc2)cc1 (configuration not stated) | 2.1
COC(=O)c1cc(S(=O)(=O)NCc2ccccc2)c[nH]1 | 3.2

Some of these compounds in order of their number in TTR transcr act, ascending:
Structure | TTR transcr act
c1ccc(-n2nnnc2-c2cnc(-c3ccncc3)nc2-c2cccs2)cc1 | -2.1
O=S(=O)(CCNCc1cccs1)c1ccc(Cl)cc1 | -0.4
CCc1ccc(C=NC23CN4CN(CN(C4)C2)C3)s1 | 1.3
CC(=O)c1ccc(N(C(=O)CNC(=O)c2cccs2)C(C(=O)NCC2CCCO2)c2ccccc2)cc1 (configuration not stated) | 2.1
COC(=O)c1cc(S(=O)(=O)NCc2ccccc2)c[nH]1 | 3.2
CC(C)(C)C(=O)OC/C(N)=N/OC(=O)c1ccc(Cl)cc1 | 4.4
Nc1nc(SCC(=O)Nc2ccc(Cl)c([N+](=O)[O-])c2)n[nH]1 | 9.8*

Random excerpt: 2 entries already listed.
SMILES | TTR transcr act
Nc1nc(SCC(=O)Nc2ccc(Cl)c([N+](=O)[O-])c2)n[nH]1 | 9.8*
COC(=O)c1cc(S(=O)(=O)NCc2ccccc2)c[nH]1 | 3.2

The results go on.
SMILES | TTR transcr act
CC1CCc2cc(F)ccc2N1C(=O)C1(C)CC1(Cl)Cl (configuration not stated) | 0.0
CCOC(=O)C(CCc1ccccn1)c1ccccc1 (configuration not stated) | -1.2
C#Cc1ccc([C@H]2C=C(C(=O)OCC=C)O[C@@H](OCCCCO)C2)cc1 | -2.1
CSc1nc(Oc2ccc3ccccc3c2)c2ccccc2n1 | -1.9
Cc1ccc(NCc2nnc(SCC(=O)Nc3cc(C)on3)n2C)cc1 | 2.3
COC(=O)c1ccccc1NC(=O)N1CCN(S(=O)(=O)c2ccc(Cl)cc2)CC1 | 2.3
O=C1CSC(=S)N1c1ccc(O)cc1 | -0.5
O=C(Nc1cc(C(F)(F)F)ccc1Cl)c1ccc(NC(=O)C(F)(F)F)cc1 | -0.6
O=C(NCC(=O)N1CC(O)CC1C(=O)N1CC(O)CC1C(=O)OCc1ccccc1)OCc1ccccc1 (configuration not stated) | 1.4
O=[N+]([O-])c1cc(-c2csc(NC(CO)c3nc4ccccc4n3CCOCCO)n2)ccc1Cl (configuration not stated) | -1.4
COc1cccc(-c2nn(C)c3sc(C(=O)NCc4ccccn4)cc23)c1 | -1.8
Cc1cc(C)c(NC(=O)CN(C)CC(=O)N(C)CC(=O)Nc2c(Cl)cccc2Cl)c(C)c1 | 1.8
Cc1ccc(NC(=O)/C(=C\c2ccc3c(c2)OCO3)NC(=O)c2ccco2)cc1 | 1.1
COC(=O)c1ccc(/C=C2\SC(=S)N(CCCC(=O)NCCCN3CCOCC3)C2=O)cc1 | 0.8
CC1CN(C(=O)COc2coc(CN3CCc4ccccc4C3)cc2=O)CC(C)O1 (configuration not stated) | -1.1
COc1ccccc1C1CCN(c2ccc([N+](=O)[O-])cn2)CC1 | 0.1
Cc1n[nH]c2ccccc2c1=O | -0.7
Cc1ccc(NC(=O)c2ccc3c(c2)nnn3C)cc1 | 0.2
O=C(CCNC(=O)c1ccco1)Nc1ccc(Cl)c(C(F)(F)F)c1 | 0.5
Cc1ccc(CSc2ccc3nnc(-c4ccccn4)n3n2)cc1 | -0.5
O=C(COC(=O)COc1ccc(Cl)cc1)NC1CCS(=O)(=O)C1 (configuration not stated) | 1.7
NC(=O)c1c(N)[nH]c(C(=O)c2ccccc2)c1-c1ccccc1C(F)(F)F | -0.2
CCCCCCCC(=O)OC(CN1CCCCCC1)CN1CCCC1=O (configuration not stated) | 2.9
O=C(c1cccs1)c1ccc(-c2cccs2)s1 | -2.4
CCCCCCn1c(SCC(C)C)nc2c1c(=O)[nH]c(=O)n2C | 1.2
Cc1nc(CNS(=O)(=O)c2cc([N+](=O)[O-])ccc2C)cs1 | 0.3
COc1ccc(NC(=O)c2c[nH]c(=O)n(-c3ccc(C)c(C)c3)c2=O)c(OC)c1 | -0.4
Cc1ccc(C)c(NC(=O)COC(=O)c2cccc(S(=O)(=O)N3CCCCC3)c2)c1 | 6.9
CC(O)C(NS(=O)(=O)c1ccc(Cl)cc1)C(=O)OCc1nnc(-c2ccccc2)o1 (configuration not stated) | 1.1
COc1ccc(S(=O)(=O)N2CC3CCCN3c3cc(C(F)(F)F)ccc32)cc1 (configuration not stated) | -1.0
CC(C)C(OC(=O)c1cccs1)C(=O)NCc1cccs1 (configuration not stated) | 2.2
CCc1c(C)c2ccc(OC(C)C(=O)NC(Cc3c[nH]c4ccc(O)cc34)C(=O)O)c(C)c2oc1=O (configuration not stated) | 0.7
CCSC1=C(C#N)C2(CCCCC2)C2=C(CC(C)(C)CC2=O)N1 | -1.6
CN(C)CCCSc1nc(-c2ccccc2)nc2c1CCC2 | -1.4
Cc1ccc(OCc2ccc(C(=O)Nc3nccs3)o2)cc1 | -1.4
COCc1cccc(-c2csc(C(O)c3ccc(F)c(F)c3)n2)c1 (configuration not stated) | 1.2
CC(C)(C)OC(=O)N(Cc1ccccc1)Cc1ccccc1OCc1cccc(NC(=O)c2ccccc2)c1 | -0.6
Nn1c(Cc2cccc3ccccc23)nnc1SCCOc1ccc(Br)cc1 | -0.8
Cn1c(=O)oc2cc(S(=O)(=O)N3CCCC(C(=O)Nc4nccs4)C3)ccc21 (configuration not stated) | -1.4
COc1cc(OC)c(C(=O)NCc2cccnc2)cc1OC | 1.3
Cc1cc(C)cc(NC(=S)/N=C(\N)Nc2nc(C)c3ccccc3n2)c1 | -5.2
CC(=O)N(C)c1ccc(NC(=S)NCC(C)C)cc1 | 0.4
CN1C(=O)Nc2cccc3cccc1c23 | 8.8
CC(OC(=O)c1cc(O)c2ccccc2c1O)C(=O)Nc1ccc(C(N)=O)cc1 (configuration not stated) | -0.1
COc1ccccc1NS(=O)(=O)c1cc(NC(=S)NCCN2CCOCC2)ccc1N1CCOCC1 | 0.5
CN1C2CCC1CC(NS(=O)(=O)c1ccc(C#N)cc1)C2 (configuration not stated) | 0.7
Cc1ccc(Cl)cc1Nc1nc(N2CCOCC2)nc(N2CCOCC2)n1 | 6.5
CCOC(=O)COc1ccc2c(=O)c(-c3ccc(OC)c(OC)c3)c(C(=O)OCC)oc2c1 | 1.6

Part of the list above, with tabs:
SMILES	TTR transcr act
CCOC(=O)COc1ccc2c(=O)c(-c3ccc(OC)c(OC)c3)c(C(=O)OCC)oc2c1	1.6
Cc1ccc(Cl)cc1Nc1nc(N2CCOCC2)nc(N2CCOCC2)n1	6.5
COc1ccccc1NS(=O)(=O)c1cc(NC(=S)NCCN2CCOCC2)ccc1N1CCOCC1	0.5

The listing continues.
SMILES | TTR transcr act
Cn1cnc2c1c(=O)n(Cc1ccc(F)cc1Cl)c(=O)n2C | -2.1
Cc1ccc(S(=O)(=O)Nc2ccc3ncccc3c2[N+](=O)[O-])cc1 | -0.8
CN(C)C(=O)NCc1ccc(S(N)(=O)=O)cc1 | 1.0
C=C(C)C(=O)Oc1ccc(N2C(=O)CCC2=O)cc1 | -0.4
COc1ccc(CN2C(=O)C(CC(=O)NCCCN(C)C)CC(C(=O)N(C)C)=C2C)cc1 (configuration not stated) | 2.5
CC(C)N(C(=O)[C@H]1C[C@H](CC(=O)NCCc2ccccn2)C(=O)N2CCc3c([nH]c4cc(CCC(=O)N(C)C)ccc34)[C@]12C)C(C)C | -0.9
CCOC(=O)c1c(O)c2cccc3c2n(c1=O)CC3 | -0.9
CCS(=O)(=O)c1nc(S(=O)(=O)c2ccc(C)cc2)c(N2CCCC2)s1 | -0.4
COC(=O)CC1=C(C(=O)OC)C(c2ccc3c(c2Cl)OCO3)C(C#N)=C(N)O1 (configuration not stated) | 1.4
CCN1CCCC(OC(=O)c2cc(-c3ccc(C)cc3)nc3ccccc23)C1 (configuration not stated) | 0.7
Cc1cc(C)c(C)c(OCC(=O)O/N=C(\N)c2cccnc2)c1 | -0.5
CSc1ccccc1NC(=O)c1ccncc1 | 7.8
CC1CN(C(=O)COC(=O)c2ccc(S(=O)(=O)N(C)C)cc2)CC(C)O1 (configuration not stated) | -0.2
CC1CCN(Cc2c(C(=O)N/N=C/c3cccc(C(F)(F)F)c3)nnn2-c2nonc2N)CC1 | 0.4
CCCCOc1ccc(C(=O)NCC(=O)NNC(=O)c2ccco2)cc1 | 1.0
CN(C)c1ccc(C(C(=O)NC2CCCCC2)N(Cc2ccco2)C(=O)c2snc(C(N)=O)c2N)cc1 (configuration not stated) | 11*
O=C(COC(=O)c1ccccn1)NNC(=O)c1ccc([N+](=O)[O-])cc1 | 1.6
CC(NC(=O)CCC(=O)NCc1ccc(F)cc1)c1ccccc1 (configuration not stated) | -0.3
CCCc1nc2ccccc2c(=O)n1CC(=O)c1ccc(OC)cc1 | -1.6
CCCCCn1nc(C)c2c(C)cc(=O)[nH]c21 | 2.8
Fc1ccc(-c2[nH]ncc2-c2nnnn2-c2ccccc2)c(F)c1 | -0.8
Cc1ccc(C2N(c3cccc(Cl)c3)C(=O)C3CCCN32)o1 (configuration not stated) | -0.6
O=C(N/N=C/c1ccco1)c1cc(-c2cccs2)[nH]n1 | -0.3
